AmpC no deterg: inhibitors of E. coli AmpC beta-lactamase without detergent; 330,000 tested, 0.52% active; P00811; AID 485341; AmpC nitrocefin hydrolysis, absorbance 480 nm, 0.0001% Triton; Potency, µM (titrated, usually from 57.1 µM), for the others: top-dose activity change, negative = inhibition, actives largely listed as inhibitors;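 further: potency means the concentration at half of the fitted maximal effect; plate controls were no compound for no effect and no enzyme for full effect; nearly all actives have a fitted effect of over 20% in size; some results filed as inactive show a strong effect at the top dose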
Target sequence (P00811 whole entry, looked up): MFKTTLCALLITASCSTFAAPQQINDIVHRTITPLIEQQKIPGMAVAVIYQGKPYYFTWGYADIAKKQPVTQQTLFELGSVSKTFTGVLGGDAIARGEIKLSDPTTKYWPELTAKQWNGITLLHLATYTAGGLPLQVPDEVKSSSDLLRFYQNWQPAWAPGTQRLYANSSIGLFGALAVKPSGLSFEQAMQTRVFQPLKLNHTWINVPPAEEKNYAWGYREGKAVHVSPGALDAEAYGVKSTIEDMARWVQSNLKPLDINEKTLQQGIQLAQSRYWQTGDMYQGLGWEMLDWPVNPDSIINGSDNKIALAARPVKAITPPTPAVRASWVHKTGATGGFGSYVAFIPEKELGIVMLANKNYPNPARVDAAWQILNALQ
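20 mM phosphate pH 7.0 + 0.01% (detergent screen) or 0.0001% Triton X-100; 5.3 nM AmpC reagent; cpd preinc 15 min RT; nitrocefin (800 uM stock) to start; A480 q20 s × 4 min; Activity was normalised to no-enzyme and no-compound control wells.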
TbPYK inhibitor: blocks Trypanosoma brucei pyruvate kinase; Q57TT1; TbPYK enzyme, Kinase-Glo Plus ATP luminescence, 45 min; Potency, µM (highest dose often 76.8 µM), for the others: at the highest dose activity, negative = inhibition, actives largely listed as inhibitors; 410,000 tested, 0.12% active; AID 624173; further: potency means the concentration at half of the fitted maximal effect; nearly all actives have a fitted effect of over 50% in size
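Glycolytic pyruvate kinase of T. brucei was incubated with substrate, test compound and 130 uM ADP for 45 minutes at room temperature. Luminescent Kinase-Glo Plus signal was measured after 10 minutes.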
Sm TGR inh: inhibitors of Schistosoma mansoni thioredoxin glutathione reductase | Q962Y6 | purified TGR, DTNB reduction, TNB absorbance 405 nm | Potency, µM (series often up to 114 µM), without a hit: at the highest dose activity change, negative = inhibition, usual class: inhibitors | 360,000 tested, 3% active | AID 485364; further: potency means the concentration at half of the fitted maximal effect; nearly all actives have a fitted effect of over 60% in size
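TGR 20 nM + NADPH 100 uM (dispensed conc.), cpd preinc 15 min RT; start with NADPH (500 uM addition) then DTNB (15 mM addition). Kinetic TNB absorbance, 405 nm filter. Four-parameter Hill fit across titration.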
LmPK inhibitor: LmPK (Leishmania mexicana) enzyme inhibition; purified LmPK, Kinase-Glo ATP luminescence, 1 h; Q27686; 290,000 tested, 0.37% active; Potency, µM (series often up to 57.5 µM), without a hit: at the top dose activity change, negative = inhibition, actives largely listed as inhibitors; further: potency means the concentration at half of the fitted maximal effect
Target sequence (Q27686 whole entry, looked up): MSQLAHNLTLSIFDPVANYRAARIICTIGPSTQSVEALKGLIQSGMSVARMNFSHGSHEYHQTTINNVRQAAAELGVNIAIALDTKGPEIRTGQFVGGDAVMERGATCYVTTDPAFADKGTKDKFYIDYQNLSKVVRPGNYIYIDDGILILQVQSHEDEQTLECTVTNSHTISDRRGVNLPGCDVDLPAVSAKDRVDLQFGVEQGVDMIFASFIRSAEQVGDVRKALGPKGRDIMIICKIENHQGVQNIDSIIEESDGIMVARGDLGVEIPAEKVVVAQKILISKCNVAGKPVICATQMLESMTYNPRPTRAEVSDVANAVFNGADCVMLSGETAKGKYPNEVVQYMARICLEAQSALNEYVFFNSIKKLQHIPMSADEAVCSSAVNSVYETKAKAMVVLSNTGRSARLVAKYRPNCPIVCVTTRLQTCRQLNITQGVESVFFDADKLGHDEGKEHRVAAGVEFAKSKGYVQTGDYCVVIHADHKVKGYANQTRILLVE
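qHTS format; LmPK 0.1 nM; substrates PEP 0.5 mM and ADP 0.1 mM. One-hour room-temperature incubation, then coupled luciferase luminescence; 0.5 nM enzyme wells mark activation.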
HCMV antiviral: human cytomegalovirus inhibition; HFF cells, HCMV-luciferase reporter, 72 h; hits give low values; activity change, negative = inhibition, % at 57.5 µM; 410,000 tested, 4.5% active; in the data active means activity change below about -60%; inconclusive means no clear call, values can overlap the other calls; inactive means above about -39%
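Cell-based, HFFs, 1000 cells/well, 16 h 37C; cpds in DMSO + HCMV-luc, MOI 1 PFU/cell; 72 h 37C; OneGlo luminescence after 5 min RT; norm. to buffer vs Salinomycin 10uM.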
AmpC detergent: inhibitors of E. coli AmpC beta-lactamase with detergent; P00811; AmpC hydrolysis of nitrocefin, absorbance 480 nm, 0.01% Triton; Potency, µM (series often up to 114 µM), inactives show at the top dose activity change, negative = inhibition, actives largely listed as inhibitors; 370,000 tested, 0.041% active;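 further: potency means the concentration at half of the fitted maximal effect; 0% = no-compound wells and -100% = no-enzyme wells; nearly all actives have a fitted effect of over 25% in size; some results filed as inactive show a strong effect at the top dose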
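AmpC (5.3 nM in the dispensed reagent) in 20 mM phosphate pH 7.0 with 0.01% (detergent screen) or 0.0001% Triton X-100 was preincubated with compounds for 15 min at room temperature. Nitrocefin was then added from an 800 uM solution, and hydrolysis was followed at 480 nm.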
AMA1-RON2 inh: inhibitors of Plasmodium falciparum AMA1-RON2 interaction. AlphaScreen AMA1-biotinylated RON2 peptide binding. Potency, µM (titrated, usually from 58.2 µM), for the others: at the top dose activity change, negative = inhibition, hits mostly inhibitors. 360,000 tested, 0.2% active;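 further: potency means the concentration at half of the fitted maximal effect; 0% = vehicle wells and -100% = peptide control; nearly all actives have a fitted effect of over 45% in size; some results filed as inactive show a strong effect at the top dose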
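AMA1 (3D7) with his tag at 25 nM final met compounds first, then biotinylated RON2 peptide at 25 nM; detection used donor plus acceptor beads, 10 µg/mL apiece, read by AlphaScreen after 30 min at room temperature.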
Starred values were filed as active, the others as inactive; ? = inconclusive; nt = not tested or not shown; [ ] = remark or other dose. Unless noted, the call rests on the fitted dose curve; in most records, active means well fitted curve in the direction sought with a large enough effect; inconclusive means small, poorly fitted or top-dose-only effect, or another doubt; inactive means no such curve, though single readings can be large; an effect the other way counts as inactive or inconclusive. Unless noted, on the % scale 0 is the no-effect control and ±100 the full control effect. Random draw from the library; any-hit rate near 7.4%.

| smiles | AmpC no deterg | TbPYK inhibitor | Sm TGR inh | LmPK inhibitor | HCMV antiviral | AmpC detergent | AMA1-RON2 inh |
| --- | --- | --- | --- | --- | --- | --- | --- |
| COc1ccc(Nc2nc(N)nc(SCc3nnc(C)s3)n2)cc1 | -25% | -2% | -6% | -1% | 109 | -7% | 49%[activator] |
| Cc1ccccc1NS(=O)(=O)c1ccc(F)cc1 | -19% | -2% | 3% | -6% | 84 | ? | -2% |
| COc1ccc(-c2nnc(SCC(=O)/C(C#N)=C(\C)N)o2)cc1 | -20% | -4% | 5% | -9% | 39 | ? | -9% |
| COc1ccc(C(C)(O)c2nc(-c3ccccc3OC)cs2)cc1 (stereo not given) | nt | -1% | nt | nt | -1 | nt | 0% |
| O=C(/C=C/[C@H]1O[C@@H](n2ccc(=O)[nH]c2=O)[C@H](O)[C@@H]1O)NCc1cccc2ccccc12 | nt | 8% | nt | nt | -11 | nt | -13% |
| COc1cc(-c2nn3c(Cc4ccccc4)nnc3s2)cc(OC)c1OC | 28% | 1% | -9% | -1% | 82 | -11% | 57%[activator] |
| O=C(Cc1cccs1)Nc1ccc(F)cc1F | -12% | -18% | -35% | -6% | -5 | -12% | 2% |
| CC(C)(C)n1nc2c(c1NC(=O)COc1ccc3ccccc3c1)CS(=O)(=O)C2 | 38% | -11% | 2% | 6% | 6 | 0% | 4% |
| Cc1cc(C(=O)COC(=O)c2cccc(O)c2)c(C)n1C1CC1 | -25% | 0% | -7% | nt | 13 | 2% | -18% |
| CCN1CCN(S(=O)(=O)c2cccc([N+](=O)[O-])c2)CC1 | ? | 5% | 0% | 1% | 16 | -4% | 3% |
| CCOC(=O)C1CCCN(c2c(NCC3CCCN3CC)c(=O)c2=O)C1 (stereo not given) | -9% | 2% | -25% | -2% | 20 | -10% | 5% |
| CCCn1nnc(NC(=O)/C=C/c2cc(Br)ccc2OC)n1 | -20% | -3% | 7% | -1% | ? | -3% | 3% |
| COc1ccc(CC(=O)Nc2nnc(C(C)(C)C)s2)cc1OC | -16% | -8% | nt | 3% | -28 | 4% | 2% |
| Cc1ccc(-c2nc3ccccc3s2)cc1NC(=S)NC(=O)/C=C/c1ccco1 | -30% | -6% | ? | 4% | 21 | 5% | -5% |
| CCOC(=O)C1=C(C)NC(=S)NC1c1ccc(-c2cccc(Cl)c2C)o1 (stereo not given) | -55% | -4% | ? | 0% | -9 | -8% | 5% |
| O=C(N1CCOCC1)N1CCC(n2nnc3ccccc32)CC1 | 15% | 5% | -2% | -1% | 10 | -3% | -6% |
| Nc1nc(SCc2ccccc2)c2ncn(Cc3ccccc3)c2n1 | nt | -3% | nt | nt | 4 | nt | -2% |
| COC(=O)C1=C(c2ccc(F)cc2F)C[C@@H]2CC[C@H]1N2C(=O)NCc1ccc2c(c1)OCO2 | -7% | -3% | -2% | nt | 14 | 9% | 2% |
| Cc1nn(CC(=O)NC(C)c2ccccc2)c(=O)c2ccccc12 (stereo not given) | -22% | -1% | 31% | -2% | 10 | -3% | 18% |
| CCCN(CCC)C(=O)C1CCC(CNS(=O)(=O)c2cccc3nsnc23)CC1 (stereo not given) | 57% | -3% | 4% | 0% | 8 | 0% | 3% |

The list goes on (three carried over from the part before).
| smiles | AmpC no deterg | TbPYK inhibitor | Sm TGR inh | LmPK inhibitor | HCMV antiviral | AmpC detergent | AMA1-RON2 inh |
| --- | --- | --- | --- | --- | --- | --- | --- |
| COC(=O)C1=C(c2ccc(F)cc2F)C[C@@H]2CC[C@H]1N2C(=O)NCc1ccc2c(c1)OCO2 | -7% | -3% | -2% | nt | 14 | 9% | 2% |
| Cc1nn(CC(=O)NC(C)c2ccccc2)c(=O)c2ccccc12 (stereo not given) | -22% | -1% | 31% | -2% | 10 | -3% | 18% |
| CCCN(CCC)C(=O)C1CCC(CNS(=O)(=O)c2cccc3nsnc23)CC1 (stereo not given) | 57% | -3% | 4% | 0% | 8 | 0% | 3% |
| O=C(COc1cccc(OC(F)F)c1)Nc1ccc(SC(F)F)cc1 | -24% | -6% | 9% | 1% | -15 | 3% | 8% |
| Cc1ccc(NC(=O)c2ccc3c(c2)[nH]c(=O)n3C(C)C)cc1 | -43% | 0% | -1% | -8% | -16 | 0% | 9% |
| CCN1C(=O)C(NC(C)=O)c2cc(Br)ccc21 (stereo not given) | 43% | -4% | 16% | -2% | 37 | -7% | 5% |
| O=C(O)CCN1C(=O)/C(=C/c2cn(-c3ccccc3)nc2-c2cccs2)SC1=S | 23% | -7% | 6% | 9% | -61* | -6% | -6% |
| O=c1c(CN2CCN(c3ccccn3)CC2)coc2ccccc12 | -8% | 2% | ? | -4% | ? | 0% | -4% |
| COc1ccccc1/C=C/c1nc(C#N)c(NCc2ccccc2)o1 | nt | -5% | 2% | nt | -24 | 21% | nt |
| COc1ccc(NC(=O)c2sc3nc(N4CCCC4)c4c(c3c2N)CC(C)(C)OC4)c(OC)c1 | -15% | -9% | -10% | 6% | -13 | -8% | -7% |
| COc1ccc(C(=O)Nc2nnc(C)s2)cc1S(=O)(=O)N1CCOCC1 | -15% | 7% | -2% | nt | 12 | 9% | 17% |
| COc1cccc(CN2CCC2(C)C(=O)Nc2cccc(Oc3ccccc3)c2)c1OC (stereo not given) | nt | 8% | nt | nt | -61* | nt | -2% |
| COc1cc(/C=C/C(=O)O)cc(S(=O)(=O)Nc2ccccc2C(=O)NCc2ccco2)c1OC | -17% | 4% | nt | nt | -33 | nt | 9% |
| CCOC(=O)c1c(-c2cccs2)csc1NC(C)=O | -9% | -3% | -5% | 2% | -18 | 0% | -11% |
| CCN1C(=S)SC(=O)C1=C1C=C(C)N(CCO)C(C)=C1 | -1% | 6% | 62%[activator][11.4 µM] | 5% | -68* | 5% | 1% |
| O=C(COC(=O)/C=C/c1ccc(Cl)cc1)NC1CC1 | -13% | -8% | nt | nt | -12 | nt | 6% |
| CCOC(=O)c1csc(NC(=O)Nc2cccc(OC)c2)n1 | -14% | nt | -1% | 2% | -25 | 12% | nt |
| O=[N+]([O-])c1ccc(CS(=O)c2ccccc2)cc1 (stereo not given) | nt | -3% | nt | nt | -6 | nt | 4% |
| CCC(=O)Nc1c2c(nn1-c1ccccc1C)CSC2 | -17% | -2% | ? | -2% | 15 | -7% | -6% |
| CCn1nc(C)c(/C=N/NC(=O)CSc2ccccn2)c1C | 6% | -6% | -3% | 6% | 4 | -2% | -13% |
| CCC(C)(C)NC(=O)C(c1ccccc1Cl)N(Cc1cccnc1)C(=O)CCC(=O)Nc1cc(C)on1 (stereo not given) | -3% | 1% | -6% | -11% | 5 | -7% | 3% |
| CCC1=NN(C(=O)C(=O)Nc2ccc(OC)cc2)C(O)(C(F)(F)F)C1 (stereo not given) | -9% | -22% | 9% | 3% | 35 | -4% | 71%[activator] |
| CC(C)CC(=O)Nc1ccc(C(=O)CN2CCN(c3ccc(O)cc3)CC2)cc1 | -4% | -11% | 5.6µM* | -3% | 18 | 9% | -7% |
| CSc1ccccc1OCc1cc(C(=O)N2CCc3sccc3C2)no1 | -22% | -3% | 5% | -2% | -6 | ? | 2% |
| CCN(CC)CCOc1ccc(-c2c(C)c3c(ccc4ccccc43)oc2=O)cc1 | nt | 6% | nt | nt | 11 | nt | 14% |
| Cc1ccc(S(=O)(=O)N(Cc2cc3ccc(C)cc3[nH]c2=O)c2ccccc2)cc1 | 9% | -8% | 0% | 7% | -24 | 1% | 8% |
| CCOC(=O)C1=C(CC)Nc2ccccc2N=C1NC(=O)c1ccc(S(=O)(=O)N2CCOCC2)cc1 | 3% | 5% | 3% | 4% | -26 | 3% | -11% |
| CN1C(=O)/C(=C/c2ccc(N3CCCCCC3)o2)C(=O)NC1=S | -36% | -27% | 40µM* | -20% | -2 | -11% | -2% |
| COc1ccccc1CNC(=O)C1CCCC1 | -14% | 0% | 7% | -10% | -27 | 8% | 36% |
| CC1CN(/C(=N\S(=O)(=O)c2ccccc2)c2ccccc2)CC(C)O1 (stereo not given) | -9% | 6% | -1% | -3% | -32 | 3% | -2% |
| COc1ccc(C2CC(=O)C=C(NC3CCCC3)C2)cc1 (stereo not given) | -6% | 5% | -3% | 4% | -13 | -10% | 11% |
| CC(=O)CCc1ccc(OCC(O)CNCCOc2ccc(C)cc2)cc1 (stereo not given) | 21% | -7% | -3% | 0% | -27 | ? | 4% |
| Cc1n[nH]c(=O)c2c(NC(=O)CSc3nn(-c4ccccc4)c(=S)s3)oc(C)c12 | -20% | -7% | -3% | nt | -98* | 4% | -12% |
| Cc1cc(C)nc(/N=C(\N)Nc2ccc(SC(F)F)cc2)n1 | -27% | -3% | 13% | -3% | ? | 1% | -7% |
| OCCN(CCO)CC(O)CN1c2ccccc2Sc2ccccc21 (stereo not given) | 157%[activator] | -7% | 5% | 0% | nt | -2% | -2% |
| Cc1cc(C)c2c(-n3cccc3)c(C(=O)NCCc3ccccc3)sc2n1 | nt | -6% | 2% | nt | ? | 17% | nt |
| CCOC(=O)N1CCC(NC(=O)c2ccc3c(=O)n4c(nc3c2)CCCC4)CC1 | -4% | 5% | 4% | 3% | 12 | 1% | 14% |
| COc1ccccc1OCCNC(=O)CN1C(=O)NC2(CCCC2)C1=O | -15% | -6% | -1% | nt | nt | ? | 0% |
| NC(=O)C1CCN(C(=O)c2cc(Cl)c3c(c2)OCCO3)CC1 | -19% | 0% | nt | nt | 28 | nt | 9% |
| CS(=O)(=O)c1cnc2c(S(=O)(=O)c3ccccc3)cnn2c1N | -11% | -1% | 0% | 0% | 66 | 7% | -7% |
| COc1ccccc1NC1=NC(c2ccc(Cl)cc2)N=C(N)N1 (stereo not given) | ? | -5% | -2% | 1% | -75* | -2% | -9% |
| Cc1ccc(NC(=O)c2ccc(NS(=O)(=O)c3ccc4[nH]c(=O)[nH]c4c3)cc2)nc1 | -43% | -3% | -2% | nt | -9 | ? | -16% |
| CC(C)[C@H]1C(=O)O[C@H](C(C)C)C(=O)N(C)[C@@H](C(C)C)C(=O)O[C@H](C(C)C)C(=O)N(C)[C@@H](C(C)C)C(=O)O[C@H](C(C)C)C(=O)N1C | 189%[activator] | -4% | -23% | 8% | nt | 5% | 0% |
| CCc1nc2c(OCC(=O)C(C)(C)C)cccn2c1N(C)C(=O)CC(C)C | nt | 0% | nt | nt | 3 | nt | 4% |

Source: PubChem
